LDHA block = qHTS assay for inhibitors of human lactate dehydrogenase; purified LDHA, NADH/diaphorase-resazurin fluorescence; hits give low values; activity change, % (values are at about 110 or 230 µM); hit rate 0.15% among 480,000; in the data active = activity change below about -30%; inconclusive = mostly about -25% to -30%;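 also: plate controls were DMSO wells for no effect and wells without enzyme for full effect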
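Human LDH5 at 2 nM final in Tris HCl pH 7.4 with 0.06 mM NADH and 0.2 mM pyruvate, reacted 5 minutes at room temperature. Remaining NADH coupled via diaphorase/resazurin; resorufin fluorescence read at 0 and 20 minutes, normalized to enzyme-free and DMSO wells.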
Numbers without * were called inactive; ? = inconclusive. This is a subset; count on the stated rates, not on these rows.

Preview, 18 compounds:
Molecule | LDHA block
c1ccc2c(C(c3nnnn3-c3ccc4c(c3)OCCO4)N3CCCCC3)ccnc2c1 (centres undefined) | -4
CC(C)(C)C1CCc2onc(C(=O)N3CCCCC3)c2C1 (centres undefined) | 10
COc1ccc(Nc2nc3ccccc3nc2NS(=O)(=O)c2cc(C)ccc2C)cc1OC | 8
CC1CCCCN1S(=O)(=O)c1ccc2c(c1)c(=O)n(CC(=O)N1CCCCCC1)c(=O)n2C (centres undefined) | -8
Cc1ccc2c(C(=O)O)cc(-c3ccccc3)nc2c1C | 5
CC1CC(C)CN(C(=O)C(C)Cl)C1 (centres undefined) | -4
N#Cc1ccc(NC(=O)Cn2nc3c(N4CCCC4)nc4ccccc4n3c2=O)cc1 | -15
O=C(N/N=C/c1ccsc1)c1cccs1 | ?
CCN(CC)S(=O)(=O)c1cccc(NC(=O)c2ccc3ccccc3n2)c1 | 17
O=C(Nc1cccnc1)c1cc(-c2ccccn2)nc2ccccc12 | -4
COc1ccc(S(=O)(=O)N2CCC[C@H]2C(=O)N2CCC[C@H]2C(=O)N[C@H](C)c2ccccc2)cc1C | -1
C=CCN1CCN(C(=O)c2cc3ccccc3oc2=O)CC1 | 0
CCOc1ccc(NC(=O)C2CC(=O)Nc3c(-c4ccc(F)cc4)cnn32)cc1 (centres undefined) | -5
Cc1cc(C)cc(NC(=O)CSCc2cc(=O)c3ccccc3[nH]2)c1 | 0
CCCOc1c(Cl)cc(C(=O)NCC2CCCO2)cc1OCC (centres undefined) | -5
O=C(Nc1ccc2c(c1)OCO2)c1cc(=O)c(OCc2ccccc2F)co1 | -2
CCOC(=O)CSc1ncn(-c2nc(NC3CC3)nc(N(C)C)n2)n1 | -3
O=C(c1ccccc1)N(Cc1ccc2[nH]ccc2c1)C1CC1 | -5

All compounds of this part (from the top)
Molecule | LDHA block
c1ccc2c(C(c3nnnn3-c3ccc4c(c3)OCCO4)N3CCCCC3)ccnc2c1 (centres undefined) | -4
CC(C)(C)C1CCc2onc(C(=O)N3CCCCC3)c2C1 (centres undefined) | 10
COc1ccc(Nc2nc3ccccc3nc2NS(=O)(=O)c2cc(C)ccc2C)cc1OC | 8
CC1CCCCN1S(=O)(=O)c1ccc2c(c1)c(=O)n(CC(=O)N1CCCCCC1)c(=O)n2C (centres undefined) | -8
Cc1ccc2c(C(=O)O)cc(-c3ccccc3)nc2c1C | 5
CC1CC(C)CN(C(=O)C(C)Cl)C1 (centres undefined) | -4
N#Cc1ccc(NC(=O)Cn2nc3c(N4CCCC4)nc4ccccc4n3c2=O)cc1 | -15
O=C(N/N=C/c1ccsc1)c1cccs1 | ?
CCN(CC)S(=O)(=O)c1cccc(NC(=O)c2ccc3ccccc3n2)c1 | 17
O=C(Nc1cccnc1)c1cc(-c2ccccn2)nc2ccccc12 | -4
COc1ccc(S(=O)(=O)N2CCC[C@H]2C(=O)N2CCC[C@H]2C(=O)N[C@H](C)c2ccccc2)cc1C | -1
C=CCN1CCN(C(=O)c2cc3ccccc3oc2=O)CC1 | 0
CCOc1ccc(NC(=O)C2CC(=O)Nc3c(-c4ccc(F)cc4)cnn32)cc1 (centres undefined) | -5
Cc1cc(C)cc(NC(=O)CSCc2cc(=O)c3ccccc3[nH]2)c1 | 0
CCCOc1c(Cl)cc(C(=O)NCC2CCCO2)cc1OCC (centres undefined) | -5
O=C(Nc1ccc2c(c1)OCO2)c1cc(=O)c(OCc2ccccc2F)co1 | -2
CCOC(=O)CSc1ncn(-c2nc(NC3CC3)nc(N(C)C)n2)n1 | -3
O=C(c1ccccc1)N(Cc1ccc2[nH]ccc2c1)C1CC1 | -5
O=C(C(Sc1nncn1-c1ccccc1F)c1ccccc1)N1CCOCC1 (centres undefined) | -13
CCCn1c(=O)[nH]c(=O)c2c(-c3cccc4ccccc34)ccnc21 | 0
Nc1nc(Nc2ccc(F)cc2)nc(-c2cc3ccccc3o2)n1 | -1
COC(=O)C(Cc1ccc(O)cc1)NC(=O)c1nn(C)c(=O)c2ccccc12 (centres undefined) | -4
Cc1ccc(NC(=S)NC(NC(=O)C(C)C)C(Cl)(Cl)Cl)cc1 (centres undefined) | 2
CCc1ccc2oc(C(=O)Nc3ccc4nsnc4c3)cc(=O)c2c1 | 21
Cc1c(Cl)cccc1NC(=O)c1cnc(N2CCCCC2)c2ccccc12 | 3
CCn1cnc2c1c(=O)n(CC(=O)NCCc1ccccc1F)c(=O)n2Cc1ccccc1 | -10
CC(C)(C)c1ccc(NC(=O)c2ccc(F)cc2F)cc1 | -1
COc1ccc(-c2cccc(C(=O)O)c2)cc1 | 2
CN(Cc1ccc(Cl)cc1)C(=O)C1CCN(c2ccc(C(F)(F)F)cn2)CC1 | -1
Cc1ccc(C(=O)C(C)n2c(N3CCOCC3)nc3c2c(=O)n(C)c(=O)n3C)cc1 (centres undefined) | 7
CCC(=O)Oc1ccc2c(=O)c(Oc3ccccc3Br)c(C)oc2c1 | 1
Cn1ccc2cc(C(=O)N3CCN(Cc4ccccc4)CC3)ccc21 | -2
Cc1ccc(C)c(NCC(=O)Nc2cc(Cl)ccc2-n2cncn2)c1 | 3
Cc1ccc(-c2cc3n(c2)CCc2ccccc2-3)cc1 | -10
N#Cc1nc(-c2ccc(S(=O)(=O)N3CCCCCC3)cc2)oc1NCCCn1ccnc1 | 7
CCCCOC(=O)c1nc2ccccc2nc1NCc1ccccc1 | -15
CCONC(=O)Cc1ccccc1C | 1
CCCc1nc2ccccc2c(C(=O)OCC(=O)NC(=O)NC(C)(C)C)c1CC | -14
CCN(CC)C(=O)c1ccc(-n2nc(C)c(-c3ccc(C)cc3)c2NC(C)=O)cc1 | -9
CCSc1nc(C(C)(C)C)cc(C(F)(F)F)c1C#N | 4
CC(C)CNc1oc(-c2ccc([N+](=O)[O-])cc2)nc1C#N | 5
CCC1CCCCN1C(=O)CCc1nc2ccccc2c(=O)[nH]1 (centres undefined) | 3
CC(C)CC(NC(=O)CC(C)(C)CC(=O)O)c1ccccc1 (centres undefined) | 1
CCN(CC)c1nc2ccccc2nc1C(=O)Nc1cccc(OC)c1 | 12
CCCOc1ccc(NC(=O)C(C)Oc2ccccc2F)c2cccnc12 (centres undefined) | 18
Cc1nc2nc(CC(=O)Nc3ccccc3F)nn2c(C)c1Cc1ccccc1Cl | 3
CNC(=O)NC(=O)CCN1CCOC(c2ccc(Br)cc2)C1 (centres undefined) | -6
O=C(NC(c1ccco1)c1cc(Cl)c2cccnc2c1O)c1ccc(F)c(F)c1 (centres undefined) | 5
CC(/C=C/C=C/c1ccccc1)=N\NC(=O)C1CC1c1ccc(C(C)(C)C)cc1 (centres undefined) | 1
COc1cc(C#N)ccc1OCc1ccccc1C#N | 1

Next part:
Molecule | LDHA block
CC(=O)C(C(C)=O)C(NC(=O)c1ccc(C)cc1)(C(F)(F)F)C(F)(F)F | 5
COc1ccc(N2C(=O)CCS2(=O)=O)cc1S(=O)(=O)N1CCCCC1 | 3
CC(NC(=O)CN1CSCC1=O)c1ccccc1Cl (centres undefined) | 8
O=C(/C=C/c1ccc(-c2cc(Cl)ccc2Cl)o1)c1ccc(Cl)cc1 | ?
NS(=O)(=O)c1ccc(O)cc1 | -3
CCC(C)(C)c1cc(O)c(C(C)(C)CC)cc1O | 38
O=C(Cn1nc2ccc(SCc3ccc(Cl)cc3)nn2c1=O)NCc1ccc(F)cc1 | -13
CCN(CC)CCn1c(C)c(C)c2c1ncn1nc(-c3cccs3)nc21 | 0
CC(Sc1ccccn1)C(=O)Nc1ccc(Cl)cc1 (centres undefined) | 2
CN(C)S(=O)(=O)N(CC(=O)NC1CCCCCC1)c1ccccc1 | -8
COc1ccc(OC)c(N2CC(C(=O)O)CC2=O)c1 (centres undefined) | 3
COc1cccc(-c2nn(-c3ccccc3)cc2C(=O)NCC(C)(C)N2CCOCC2)c1 | -31*
Cc1ccc(C2=NN(C(=O)CNc3ccc(C(=O)N(C)C)cc3)C(c3ccco3)C2)cc1 (centres undefined) | 9
CN(C)Cc1ccccc1CNC(=O)c1nn(-c2ccccc2)c2c1CCC2 | 8
O=C(NC1CCCCC1)c1ccc2c(Cl)c3c(nc2c1)CCCC3 | 13
CCN(Cc1ccccc1)S(=O)(=O)c1ccc(S(N)(=O)=O)cc1 | -10
COC(=O)c1cc(S(=O)(=O)N(C)CC(=O)Nc2ccc(Cl)cc2C)cn1C | 3
CCN(CC)CCCNc1oc(-c2ccco2)nc1S(=O)(=O)c1ccc2c(c1)OCCO2 | -2
CCCC(=O)N(CC)CCc1ccccc1 | -2
CC1(C)CC(=O)C2=C(C1)Nc1[nH]n(-c3ccccc3)c(=O)c1C2c1ccc(Br)cc1 (centres undefined) | 3
CC1CCCC(C)N1C(=O)CSc1nc2cc(Cl)ccc2s1 (centres undefined) | 13
N#Cc1ccccc1Cn1c(=O)c2c(ncn2Cc2ccccc2)n(Cc2ccccc2)c1=O | 1
Cc1cc(C2=NNC(=NC3CCCC3)SC2)c(C)n1C1CC1 | 3
CC(NC(=O)C(C)(C)C)C1CC1 (centres undefined) | -7
CC1CCN(CCCNC2CCCCCC2)CC1 | -4
Cn1cc(S(=O)(=O)N2CCCC(C(=O)Nc3ccn(Cc4ccc(Cl)c(Cl)c4)n3)C2)cn1 (centres undefined) | 6
CN(C)C(=O)c1[nH]cnc1C(=O)NCC(C)(C)C | 9
Cc1c(C(=O)N(CCc2cccs2)Cc2cccs2)[nH]c2c1C(=O)CC(C)(C)C2 | -7
COC(=O)[C@@]12C[C@@H](CC(=O)NCCC(C)C)C(=O)N(CCc3ccc(OC)c(OC)c3)C1=CCC(C)(C)C2 | 2
CC1=C(C(=O)Nc2ccccc2)C(c2sccc2C)n2nc(-c3ccccc3)nc2N1 (centres undefined) | -6
Cc1ccc(S(=O)(=O)N2CCOCC2)cc1NC(=O)CSc1nc(C)c(C)n1C1CCCC1 | 7
COC(=O)CC(NC(=O)Cc1ccc(Cl)c(Cl)c1)c1cccs1 (centres undefined) | 9
COc1ccccc1Cc1c(-c2ccc(Cl)cc2)nc2c3ccccc3ccn12 | 2
Cc1ccc(N2C(=O)c3cc(-c4ccco4)nn3CC2(C)C(=O)NC2CCCCC2)cc1 (centres undefined) | -2
NC(=O)CN1CCN(S(=O)(=O)c2ccc(Cl)cc2F)CC1 | -2
O=C(NCCNC(=O)c1cc2ccccc2[nH]1)C(=O)NCc1ccccc1 | -10
N#Cc1nc(-c2cccc3ccccc23)oc1NCCCn1ccnc1 | -10
CCN1CCN(CCNC(=O)C2CCCN(c3nc4cccnc4s3)C2)CC1 (centres undefined) | 2
CCC1=NN(C(=O)CSCc2ccccc2Cl)C(O)(C(F)(F)F)C1 (centres undefined) | 6
O=S(=O)(c1ccc2c(c1)OCCO2)c1nc(-c2ccco2)oc1NCCCN1CCOCC1 | 4
Fc1ccccc1CNC1C2CC3CC(C2)CC1C3 (centres undefined) | 1
O=C(c1ccco1)N(Cc1cccs1)C1CC1 | -8
COc1ccc(C(=O)C(C)OC(=O)C2CCCN2)cc1 (centres undefined) | -5
CC(=O)c1ccc(N2CCN(C(=O)c3csc(-c4ccc(C(C)C)cc4)n3)CC2)cc1 | 10
Cc1cccc(C)c1N1C(=O)c2ccccc2NC(=O)C1C(=O)NCCOc1ccccc1 (centres undefined) | 3
O=C(CCCc1nc(-c2ccccc2)no1)Nc1cccc(S(=O)(=O)N2CCOCC2)c1 | 1
COc1ccc2c(c1)CC/C(=C\c1ccc(Br)o1)C2=O | 29
COc1ccccc1C(C)N(C)C(=O)CCc1ncc(-c2ccc(F)cc2)o1 (centres undefined) | -10
CN(Cc1cccs1)C(C(=O)NC1CC1)c1ccccc1 (centres undefined) | 4
COc1ccc(-c2coc3cc(OCC(=O)NCCC4=CCCCC4)ccc3c2=O)cc1OC | -5

Next results:
Molecule | LDHA block
Cc1occc1-c1nnc(SCC(=O)c2ccc3c(c2)NC(=O)CO3)o1 | -4
CC1CCCCC12CCc1cc3c4c(c(=O)oc3cc1O2)CCCC4 (centres undefined) | 13
Cc1ccccc1OCCSc1nc2cc(S(=O)(=O)N(C)C)ccc2o1 | 8
O=C1CC(=O)CC(c2cc(F)cc(F)c2)C1 | 8
O=C(Nc1ccc(Cl)c(C(F)(F)F)c1)c1ccccc1 | 4
Cc1ccc(C(NC(=O)c2cc(F)ccc2F)C2CC2)cc1 (centres undefined) | 1
Cc1cc2c(c(=O)n1CCN(C)C)C(c1c(Cl)cccc1Cl)C(C#N)=C(N)O2 (centres undefined) | 6
NC(=O)c1ccccc1OCc1coc(-c2cccc(F)c2)n1 | 0
COc1cccc(C(=O)Nc2oc3ccccc3c(=O)c2-c2ccc(Cl)cc2)c1 | 11
C=CCNCc1ccccc1OCC | 3
CC(=O)NC1=NN(C(C)=O)C(c2cc(Br)ccc2OCc2ccc(C)cc2)S1 (centres undefined) | 8
CCOC(=O)C1C(c2ccccc2F)NC(=O)NC1(O)C(F)(F)F (centres undefined) | -2
Cc1cccc(NC(=O)N2CCN(C3=Nc4ccccc4Oc4ccccc43)CC2)c1C | 4
COc1ccccc1NC(=O)CSCc1ccc(Br)cc1 | -3
COc1ccc(C2c3c(n[nH]c3C)C(=O)N2c2ccc(C)cc2)cc1 (centres undefined) | -3
Cc1cnc(NC(=O)CCc2ncc(-c3ccc(C)c(C)c3)o2)s1 | 8
O=C(Nc1ccc(-c2ccc(Cl)cc2)cc1)c1ccncc1 | -11
CCOc1ccc(C2C=C(c3ccc(OC)cc3)Nc3ncnn32)cc1 (centres undefined) | 4
CCSc1nc(N2CCCCC2)c2c3c(sc2n1)COC(C)(CC)C3 (centres undefined) | 3
CCNCc1ccc(-c2ccccc2)o1 | -14
O=C(Nc1ccc2c(c1)OCO2)Nc1nnc(-c2ccncc2)s1 | 5

Screens: PubChem BioAssay, National Center for Advancing Translational Sciences (NCATS)
